Screening data deposited in PubChem by Southern Research Specialized Biocontainment Screening Center.
influenza NS1A – NS1A inhibition, H1N1 influenza, cell based functional assay (AID 504329) | NS1A functional cell-based assay, percent inhibition; higher % means a stronger effect | inhibition, % at 12.5 µM, or IC50 in µM where a hit was titrated | actives 0.3% (n = 340,000); in the data active = a potency from the dose series; inconclusive = inhibition above about 27% without an active follow-up result; note: strong numbers were not always called active
M. tuberculosis – growth inhibition of non-replicating M. tuberculosis (AID 488890); Mycobacterium tuberculosis non-replicating, growth inhibition; higher % means a stronger effect; one-dose inhibition, % at 25 µM; IC50 in µM for titrated hits; actives 0.39% (n = 320,000); in the data active = a potency from the dose series; inconclusive = inhibition mostly from about 82% at the one dose, without a potency; inactive = the rest, 99 in 100 with inhibition below about 76%;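 note: plate controls were DMSO cells for no effect and high antibiotic wells for full effect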
inhibitors of VEEV – inhibitors of VEEV TC-83 cytopathic effect, confirmation, Vero cells (AID 588727) | actives 0.13% (n = 350,000) | one-dose inhibition, % at 20 µM; IC50 in µM for titrated hits | Vero cells, VEEV TC-83 cytopathic effect inhibition; higher % means a stronger effect; in the data active = a potency from the dose series; inconclusive = inhibition mostly from about 14% at the one dose, without a potency; inactive = the rest, 99 in 100 with inhibition below about 12%; note: strong numbers were not always called active
Salmonella PhoP GFP – Inhibition of PhoP regulon, Salmonella typhi GFP reporter cells, confirmation, 4 h (AID 1850); Salmonella Typhi PhoP-promoter GFP reporter, fluorescence, 4 h; higher % means a stronger effect; actives 0.33% (n = 310,000); one-dose inhibition, % at 50 µM; IC50 in µM for titrated hits; in the data active = a potency from the dose series; inconclusive = inhibition mostly from about 25% at the one dose, without a potency; inactive = the rest, 99 in 100 with inhibition below about 19%;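 note: 0% = induced wells with vehicle and 100% = uninduced wells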
H37Rv inhibition – M. tuberculosis growth inhibition, HTS (AID 449762). M. tuberculosis H37Rv growth inhibition, 7H9 media; higher % means a stronger effect. inhibition, % at 25 µM; hits with a dose series show IC50 in µM. actives 0.59% (n = 330,000); in the data active = a potency from the dose series; inconclusive = inhibition above about 70% without an active follow-up result;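 note: bacterial growth assessed after seven days of incubation; strong numbers were not always called active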
inhibitors of VEEV 10K pilot screen – second read-out of inhibitors of VEEV, no call of its own (marks repeat the call); inhibition, %; measured here: 10K pilot screen inhibition
Numbers without * were called inactive; i = inactive; ? = inconclusive; / = no result given.

SMILES	influenza NS1A	M. tuberculosis	inhibitors of VEEV	Salmonella PhoP GFP	H37Rv inhibition	others
CCn1c(SCC(=O)c2c(N)n(C3CC3)c(=O)[nH]c2=O)nnc1-c1ccccc1OC	-9.1%	1.3%	1.3%	/	-5.6%
O=C(c1cccs1)N1CCc2ccccc2C1	7.5%	-18.8%	1.9%	-3.3%	3.8%
NC(=O)C1(C(N)=O)OC1c1ccc(Cl)cc1Cl (stereo unspecified)	-34.7%	2.7%	i	4.8%	0.4%
CC(=O)Nc1ccc(C(=O)N/C(=C/c2ccccc2)C(=O)Nc2cccc(C(=O)O)c2)cc1	-5.0%	8.1%	0.5%	1.6%	-2.4%
CCNC(=O)c1sc(=S)n(-c2ccc(C)cc2)c1N	20.1%	/	1.5%	-14.4%	/
Cc1ccc(C)c(N(C(=O)CNC(=O)c2ccco2)C(C(=O)NC2CCCCC2)c2cccnc2)c1 (stereo unspecified)	-8.5%	-6.7%	0.0%	1.4%	-2.0%
O=C(c1cc2ccccc2o1)N1CCN(c2cccc(Cl)c2)CC1	-6.4%	31.0%	1.1%	-6.3%	-14.3%
O=C(/C=C/c1cccc(F)c1)N(c1ccccn1)C1CCCCC1	8.5%	22.4%	0.6%	-4.4%	5.2%
Cc1ccccc1C(=O)N1CCN(c2ccc(NC(=S)NC(=O)c3ccco3)cc2)CC1	11.3%	?	9.5%	10.9%	?
[N-]=[N+]=NC1CC(CO)OC1n1ccc(=O)[nH]c1=O (stereo unspecified)	-4.1%	3.2%	0.9%	-19.1%	-8.7%
CCN1C(=O)[C@H]2[C@@H](c3ccc(Cl)cc3)N3C(=O)CN(CCOC)C(=O)[C@@]3(Cc3ccccc3)[C@H]2C1=O	2.7%	-6.5%	0.3%	-1.6%	3.3%
COc1cccc(CNCC(O)(c2ccc(Cl)cc2)c2ccc(Cl)cc2)c1	6.1%	/	i	-5.2%	13.7%
CCCc1nnc(SCC(=O)N2CCCCC2)n1CCCOC	-2.5%	-4.1%	4.8%	-4.1%	-2.9%
COc1ccccc1Nc1nc(-c2ccccc2O)nc2ccccc12	2.7%	-10.3%	0.4%	-3.9%	5.8%
CN1Cc2cc(C(=O)c3ccccc3O)cnc2NC1=O	-7.1%	48.4%	2.1%	14.1%	6.6%
CCOC(=O)C1CCCN(C(=O)c2ccccc2SCCOC)C1 (stereo unspecified)	0.0%	0.7%	0.4%	-1.1%	8.1%
CCC(C)(C)NC(=O)C(c1cccs1)N(CC1CCCO1)C(=O)Cn1nnc2ccccc21 (stereo unspecified)	-18.2%	3.6%	1.1%	-6.9%	1.5%
COc1ccc(S(=O)(=O)NCc2ccncc2)cc1OC	4.7%	2.1%	i	1.6%	-12.0%
CCC(C)(C)NC(=O)C(c1ccc(C)cc1)N(CC1CCCO1)C(=O)CCC(=O)Nc1ccccn1 (stereo unspecified)	0.1%	-8.1%	0.1%	10.3%	-7.0%
COc1ccccc1N1CCN(CCC(=O)Nc2cccc(Cl)c2)CC1	4.4%	10.5%	1.4%	11.9%	-4.5%

Reprinted from the listing, 15 compounds:
SMILES	influenza NS1A	M. tuberculosis	inhibitors of VEEV	Salmonella PhoP GFP	H37Rv inhibition	others
Cc1ccc(C)c(N(C(=O)CNC(=O)c2ccco2)C(C(=O)NC2CCCCC2)c2cccnc2)c1 (stereo unspecified)	-8.5%	-6.7%	0.0%	1.4%	-2.0%
O=C(c1cc2ccccc2o1)N1CCN(c2cccc(Cl)c2)CC1	-6.4%	31.0%	1.1%	-6.3%	-14.3%
O=C(/C=C/c1cccc(F)c1)N(c1ccccn1)C1CCCCC1	8.5%	22.4%	0.6%	-4.4%	5.2%
Cc1ccccc1C(=O)N1CCN(c2ccc(NC(=S)NC(=O)c3ccco3)cc2)CC1	11.3%	?	9.5%	10.9%	?
[N-]=[N+]=NC1CC(CO)OC1n1ccc(=O)[nH]c1=O (stereo unspecified)	-4.1%	3.2%	0.9%	-19.1%	-8.7%
CCN1C(=O)[C@H]2[C@@H](c3ccc(Cl)cc3)N3C(=O)CN(CCOC)C(=O)[C@@]3(Cc3ccccc3)[C@H]2C1=O	2.7%	-6.5%	0.3%	-1.6%	3.3%
COc1cccc(CNCC(O)(c2ccc(Cl)cc2)c2ccc(Cl)cc2)c1	6.1%	/	i	-5.2%	13.7%
CCCc1nnc(SCC(=O)N2CCCCC2)n1CCCOC	-2.5%	-4.1%	4.8%	-4.1%	-2.9%
COc1ccccc1Nc1nc(-c2ccccc2O)nc2ccccc12	2.7%	-10.3%	0.4%	-3.9%	5.8%
CN1Cc2cc(C(=O)c3ccccc3O)cnc2NC1=O	-7.1%	48.4%	2.1%	14.1%	6.6%
CCOC(=O)C1CCCN(C(=O)c2ccccc2SCCOC)C1 (stereo unspecified)	0.0%	0.7%	0.4%	-1.1%	8.1%
CCC(C)(C)NC(=O)C(c1cccs1)N(CC1CCCO1)C(=O)Cn1nnc2ccccc21 (stereo unspecified)	-18.2%	3.6%	1.1%	-6.9%	1.5%
COc1ccc(S(=O)(=O)NCc2ccncc2)cc1OC	4.7%	2.1%	i	1.6%	-12.0%
CCC(C)(C)NC(=O)C(c1ccc(C)cc1)N(CC1CCCO1)C(=O)CCC(=O)Nc1ccccn1 (stereo unspecified)	0.1%	-8.1%	0.1%	10.3%	-7.0%
COc1ccccc1N1CCN(CCC(=O)Nc2cccc(Cl)c2)CC1	4.4%	10.5%	1.4%	11.9%	-4.5%

The list continues.
SMILES	influenza NS1A	M. tuberculosis	inhibitors of VEEV	Salmonella PhoP GFP	H37Rv inhibition	others
Cc1ccc(C)c(S(=O)(=O)NCC(=O)NCc2ccco2)c1	-0.1%	-3.6%	i	-1.0%	-3.5%
O=C(CSc1ccccc1)N1CCN(c2ccccc2)CC1	0.5%	65.2%	0.1%	5.2%	-1.6%
COc1cc(NC(=O)Cc2c(C(=O)O)[nH]c3ccccc23)cc(OC)c1OC	-5.4%	5.5%	1.7%	-2.0%	-4.8%
O=C(O)C(C(O)c1ccccc1)[n+]1ccccc1 (stereo unspecified)	3.2%	-3.6%	0.9%	-9.5%	8.7%	inhibitors of VEEV 10K pilot screen=0.5
O=C(CSc1nnnn1C1CCCCC1)Nc1nc2c(s1)CCCC2	-10.5%	40.6%	0.1%	6.9%	30.7µM*
Cc1ccc(-n2nc3c(N4CCC(C(=O)NCCc5ccco5)CC4)nnc(C)c3c2C)cc1	3.5%	52.4%	i	7.5%	49.4%
Fc1ccc2nc(-c3ccccc3)nc(SCc3nnc(-c4ccccc4)o3)c2c1	4.1%	-9.5%	4.9%	1.9%	-4.3%
Cc1nc(-c2ccc(C(=O)N3CCOCC3)cc2)cs1	0.2%	-10.0%	1.6%	25.6%	-4.2%
COc1ccc(C(=O)Nc2nnc(C3=COCCO3)o2)cc1	-4.0%	7.69µM*	3.3%	-9.6%	?
Cc1nnc(SC(C)C(=O)Nc2ccc(S(=O)(=O)NC3CCCCC3)cc2)s1 (stereo unspecified)	-24.0%	5.8%	1.1%	-3.6%	-1.5%
O=C(CSCc1c[nH]c(=O)[nH]c1=O)OCC(=O)c1ccc(Br)cc1	-3.5%	28.6%	0.6%	10.5%	2.4%
Cc1ccc(C(C(=O)NC(C)(C)C)N(Cc2ccco2)C(=O)CCC(=O)Nc2ccccn2)cc1 (stereo unspecified)	-2.6%	24.2%	0.6%	1.3%	-1.6%
CCn1cc(C(=O)N2CCCc3ccccc32)c2cc(OC)c(OC)cc2c1=O	-1.9%	9.8%	7.2%	-9.1%	-5.5%
CCOc1ccc(CCNC(=O)c2cc3sccc3n2CC)cc1OCC	-4.5%	43.5%	5.8%	0.0%	-4.7%
COc1cccc(CC(=O)NC2CCSc3ccccc32)c1 (stereo unspecified)	-4.9%	8.9%	0.3%	-0.8%	-13.1%
Cc1ccc(C2=CC(=O)C[C@H](c3ccc(Cl)cc3)C2)cc1	7.0%	7.9%	i	/	34.7%
O=c1[nH]c2ccccc2s1	-4.0%	0.1%	0.3%	-2.5%	-7.9%
COC(=O)C1=C(c2cc3ccccc3s2)C[C@@H]2CC[C@H]1N2C(=O)NCc1ccccc1	1.6%	-5.5%	2.8%	-6.9%	-1.9%
Cc1ccc2nc(SCC(=O)NC(=O)NCc3ccco3)[nH]c2c1	17.7%	54.0%	1.2%	-7.7%	1.3%
CCOc1ccc(N/C(C)=C\C(=O)c2ccc3c(c2)OCCO3)cc1	17.0%	75.2%	2.8%	-1.6%	?
COc1ccc(OC)c(/C=C2\SC(N3CCCCC3)=NC2=O)c1	-5.1%	12.7%	0.9%	1.8%	9.9%
COC(=O)c1cc(Br)c(=O)n(CCN2CCOCC2)c1	-18.8%	-9.8%	1.8%	1.5%	-7.0%
O=C(Nc1c(-c2ccccc2)nc2ccccn12)c1ccccc1F	-20.8%	-13.7%	0.8%	-4.7%	3.6%
C=C1CC[C@@H]2[C@](C)(CO)[C@H](O)CC[C@@]2(C)[C@@H]1/C=C/C1=CCOC1=O	-2.8%	-15.1%	0.7%	6.2%	2.6%
O=C(CCS(=O)(=O)c1ccc(Br)s1)NCc1ccc2c(c1)OCO2	2.3%	3.8%	0.5%	-5.0%	1.7%
CCOc1ccc(N2C(=O)NC(=O)/C(=C\c3ccc(N4CCOCC4)cc3C)C2=O)cc1	5.8%	0.9%	i	-11.7%	-0.7%
CN(C)S(=O)(=O)c1ccc(/C(O)=C2/C(=O)C(=O)N(CCCN3CCOCC3)C2c2ccncc2)cc1 (stereo unspecified)	-6.6%	-3.3%	1.4%	4.9%	-0.4%
CCOC(=O)N1CCN(C(=O)c2cc(C)c3c(C)nn(-c4ccccc4)c3n2)CC1	4.2%	5.2%	2.4%	-8.1%	-5.7%
O=C1CC(N2CCOCC2)C(=O)N1Cc1ccc(N2CCCC2=O)cc1 (stereo unspecified)	9.9%	25.1%	1.9%	-3.3%	-3.4%
Cc1ccc(C(C)(C)C)cc1S(=O)(=O)NC(=O)c1ccccc1	2.8%	38.0%	2.0%	-11.5%	-2.8%
COc1cccc(C(=O)Nc2nnc(-c3ccccc3)s2)c1OC	-10.3%	-1.2%	6.2%	-6.8%	-11.7%
CC(C)NC(=O)CC(c1ccccc1)c1cc(Br)ccc1O (stereo unspecified)	3.0%	7.8%	i	-2.2%	-7.7%
CC(C)CCCCCCCCCCCCC(=O)NCC(=O)NC1C(C)OC(Nc2ncnc3nc[nH]c23)C(O)C1O (stereo unspecified)	-0.5%	/	?	/	/
Cc1cc(N2CCN(C(=O)c3ccco3)CC2)n2nc(-c3cccc(Cl)c3)cc2n1	9.6%	21.1%	11.2%	-17.5%	8.6%
COc1ccccc1NC(=O)C(=O)NCC1COc2ccccc2O1 (stereo unspecified)	-10.2%	-22.2%	1.3%	-8.9%	9.0%
CC1=CC2=NC(=O)/C(=C\c3ccc(OC(=O)c4ccco4)cc3)C(=N)N2O1	-17.0%	5.99µM*	0.9%	-6.5%	?
N#C/C(C(=O)N1CCCCC1)=C1/N=C(N)c2ccccc21	0.2%	-22.3%	1.7%	-11.7%	1.2%
COC(=O)COc1ccc(S(=O)(=O)N2CCCCCC2)cc1C	2.5%	68.4%	0.5%	10.8%	-5.6%
CCOC(=O)c1nn(-c2cccc(Cl)c2)c(C)c1C(C)=O	1.3%	7.3%	1.9%	-15.2%	2.5%
COCCCNC(=O)Cn1c(=O)n(CCCCCC(=O)Nc2ccccc2)c(=O)c2sccc21	16.7%	-11.2%	0.6%	-4.4%	4.2%
O=C(Nc1cc(C(=O)N2CCCC2)ccc1N1CCCC1)C1CC1	-14.3%	1.6%	i	2.5%	-14.5%
CCOC(=O)c1cnn(CCOC(=O)C(C)(C)C)c1NC(=O)C(C)(C)C	-1.4%	1.1%	0.4%	-12.2%	0.1%	inhibitors of VEEV 10K pilot screen=1.3
COc1ccc(CC(=O)Nc2ccc(S(=O)(=O)Nc3onc(C)c3C)cc2)cc1OC	-0.3%	-6.3%	2.5%	10.8%	5.5%
NN(Cc1ccccc1)C(=S)Nc1ccc(Cl)c(Cl)c1	-5.8%	?	0.9%	5.3%	33.8µM*
COc1cc(OC)cc(C(=O)NNC(=O)CCCOc2ccccc2)c1	-28.8%	12.3%	1.3%	/	-0.6%
Cc1n[nH]c(C)c1CCOc1ccc(C(C)C)cc1	0.8%	i	5.7%	-5.5%	?
CCCCSc1nsc(NC(C)=O)n1	5.8%	22.7%	i	2.6%	0.7%
S=C(Nc1ccc2c(c1)OCO2)NC1CCN(Cc2ccccc2)CC1	-1.1%	27.2%	1.0%	0.7%	-3.1%

Hits appear at their usual frequency (roughly 1.6% active in at least one column).
